Sm TGR inh: inhibitors of Schistosoma mansoni thioredoxin glutathione reductase; Q962Y6; purified TGR, DTNB reduction, TNB absorbance 405 nm; Potency, µM (highest dose often 114 µM), for the others: top-dose activity change, negative = inhibition, usual class: inhibitors; 3% of 360,000 active; also: nearly all actives have a fitted effect of over 60% in size
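Kinetic colorimetric format: TGR-catalysed, NADPH-driven DTNB reduction monitored via TNB absorbance. Enzyme dispensed at 20 nM; compound exposure 15 min at room temperature before reaction start.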
Pf growth 96h: P. falciparum growth inhibition at 96 hour, primary screen for plastid delayed-death inhibitors | AID 504834 | Potency, µM (highest dose often 28.7 µM), without a hit: top-dose activity change, negative = inhibition, usual class: inhibitors | 6.9% of 320,000 active | P. falciparum luciferase reporter growth, 96 h
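Infected RBCs, 2% Hct / 0.05% parasitemia final; luciferase-reporter P. falciparum; cpd 96 h, 37 C, 5% CO2; luciferase detection reagent; luminescence.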
Pf growth 48h: inhibits P. falciparum growth in the first generation, 48 h; P. falciparum luciferase growth in erythrocytes, 48 h; Potency, µM (highest dose often 28.7 µM), without a hit: top-dose activity change, negative = inhibition, hits mostly inhibitors; 5.9% of 310,000 active; AID 504832
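Parasite viability was followed by luminescence of a genomically integrated firefly luciferase. Cultures held 0.1% parasitemia at 2% hematocrit (final), incubated under 5% CO2 at 37 C.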
Tb PYK inh: inhibitors of Trypanosoma brucei pyruvate kinase. Q57TT1. TbPYK enzyme, Kinase-Glo Plus ATP luminescence, 45 min. Potency, µM (doses to about 76.8 µM), without a hit: at the highest dose activity, negative = inhibition, hits mostly inhibitors. 0.12% of 410,000 active; also: nearly all actives have a fitted effect of over 50% in size
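Screened from lowest to highest concentration, compounds were pinned into TbPYK/substrate mixtures, and ADP (130 uM final) was added. Plates sat at room temperature for 45 min prior to Kinase-Glo Plus detection by luminescence.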
HCV inhibitor: blocks hepatitis C virus; Huh7.5.1 HCVcc-Cre infection, luciferase reporter, 44 h; Potency, µM (top dose mostly 41.8 µM), without a hit: top-dose activity change, negative = inhibition, hits mostly inhibitors; 3.4% of 340,000 active; AID 651820
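Luciferase read-out (15 sec integration) after a 15 min room-temperature substrate step quantifies HCVcc-Cre infection. Cells, 1,000 per well, had compound added 4 h post-plating, then virus at ~0.5 moi, and were cultured 44 h.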
LmPK inh: LmPK (Leishmania mexicana) enzyme inhibition; purified LmPK, Kinase-Glo ATP luminescence, 1 h; 0.37% of 290,000 active; Q27686; Potency, µM (series often up to 57.5 µM), inactives show top-dose activity change, negative = inhibition, hits mostly inhibitors
Target sequence (Q27686 whole entry, looked up): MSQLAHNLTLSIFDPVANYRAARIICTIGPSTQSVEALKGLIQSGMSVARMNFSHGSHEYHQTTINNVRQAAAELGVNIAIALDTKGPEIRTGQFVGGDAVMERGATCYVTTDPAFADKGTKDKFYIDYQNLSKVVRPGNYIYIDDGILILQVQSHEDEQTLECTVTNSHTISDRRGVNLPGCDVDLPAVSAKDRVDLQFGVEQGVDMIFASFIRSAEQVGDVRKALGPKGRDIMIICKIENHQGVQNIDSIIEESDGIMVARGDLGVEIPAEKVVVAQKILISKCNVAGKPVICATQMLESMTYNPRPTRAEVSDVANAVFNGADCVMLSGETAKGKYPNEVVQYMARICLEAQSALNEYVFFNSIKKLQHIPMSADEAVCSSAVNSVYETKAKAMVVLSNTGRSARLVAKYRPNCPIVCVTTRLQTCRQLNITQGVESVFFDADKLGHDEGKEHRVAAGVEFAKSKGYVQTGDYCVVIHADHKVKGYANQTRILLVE
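Screened at intermediate enzyme activity to detect both inhibitors and activators: LmPK at 0.1 nM, with a 0.5 nM enzyme column as activation reference. PEP 0.5 mM, ADP 0.1 mM; ATP detected by luminescence after 1 h.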
* hit, by the source's call; ? = inconclusive; · = not tested or not shown; & = joins results of further samples; [ ] = dose if it differs, or a comment. Calls follow the shape of the dose curve; as a rule, active = well fitted curve in the direction sought with a large enough effect; inconclusive = small, poorly fitted or top-dose-only effect, or another doubt; inactive = no such curve, though single readings can be large; an effect the other way counts as inactive or inconclusive. % is scaled to controls: 0 for no effect and ±100 for the full control effect; potency is read from the fitted curve at half-maximal effect.

[1] Cc1cc(C)cc(C(=O)NCC(=O)OCC(=O)N(C)C2CCS(=O)(=O)C2)c1 (stereo unspecified)
[2] CC(C)(CCO)Nc1ncnc2onc(-c3ccc(F)cc3)c12
[3] COC(=O)NCN1C(=O)C2C3C=CC(C3)C2C1=O (stereo unspecified)
[4] CCn1c(SCC(=O)NNC(=O)c2ccc(C)cc2)nnc1-c1ccco1
[5] N#Cc1cc2c(nc1SCc1ccc(Cl)cc1)CCCC2
[6] O=C(CS(=O)CC(=O)NC12CC3CC(CC(C3)C1)C2)Nc1ccc(F)cc1 (stereo unspecified)
[7] CCCN(C(=O)c1nc2nc(C)cc(C)n2n1)c1c(N)n(Cc2ccccc2)c(=O)[nH]c1=O
[8] CCOc1ccccc1Nc1ccc(C(=O)O)cc1[N+](=O)[O-]
assay / compound | 1 | 2 | 3 | 4 | 5 | 6 | 7 | 8
Pf growth 48h | -4% | -7% | 0% | 29% | -22% | 13% | 5% | 22%
LmPK inh | -3% | 1% | 5% | -2% | 6% | -2% | · | 7%
HCV inhibitor | 0% | 2% | -1% | -2% | 4% | -10% | 6% | 5%
Sm TGR inh | -14% | 10% | 5% | · | -1% | 7% | -2% | -1%
Pf growth 96h | 31%[activator] | 1% | -15%[1.15 µM] | 66%[activator] | 49%[activator] | ? | 33%[activator] | -21%
Tb PYK inh | -3% | 2% | -4% | -3% | -30% | -2% | 5% | 3%

[9] Cc1ccc(OCCCCN2CCC(C)CC2)cc1
[10] CCN1CCn2c3c(c4cc(C)ccc42)CCCC31 (stereo unspecified)
[11] Cc1cc2c(cc1C)-c1c(ssc1=Nc1ccc(S(N)(=O)=O)cc1)C(C)(C)N2
[12] O=C(CCl)Nc1cccn2ncnc12
[13] CCCCC(=O)N1CC(=O)Nc2ccc(F)cc2C1c1ccc(F)cc1 (stereo unspecified)
[14] CC1(c2nnc(-c3ccc(Cl)cc3)o2)CC(c2ccc([N+](=O)[O-])cc2)=NO1 (stereo unspecified)
[15] COc1ccc(OCCNC(=O)c2cccc(Oc3ccc(C(F)(F)F)cc3[N+](=O)[O-])c2)cc1
[16] COc1ccc(/C=N/NC(=O)c2ccccc2[N+](=O)[O-])cc1CN1CCc2cc(OC)c(OC)cc2C1C (stereo unspecified)
assay / compound | 9 | 10 | 11 | 12 | 13 | 14 | 15 | 16
Pf growth 48h | -1% | 8.3µM* | -21% | 10µM* | · | -18% | 8% | ?
LmPK inh | -13% | 1% | -1% | 2% | 1% | 0% | 0% | -2%
HCV inhibitor | ? | ? | 13µM* | ? | 22% | 4% | ? | ?
Sm TGR inh | 14% | -29% | 1% | -10% | -1%&13% | -10% | -9% | -12%
Pf growth 96h | 38%[activator] | 55%[activator] | -27% | · | 1% | 27% | 34%[activator] | -14%
Tb PYK inh | 7% | -11% | -3% | 4% | -4%&4% | 10% | -5% | -4%

[17] C=C(C)C1CC=C(CN2CC(C)OC(C)C2)CC1 (stereo unspecified)
[18] COc1ccc(NC(=O)CC2(CC(=O)O)CCCC2)cn1
[19] CCOC(=O)C1C2C=CC3(CN(Cc4ccco4)C(=O)C13)O2 (stereo unspecified)
[20] O=C(CC12CC3CC(CC(C3)C1)C2)N/N=C/c1ccncc1
[21] COc1ccc(N=C2NC(=O)/C(=C/c3ccc(O)c(OC)c3)S2)cc1
[22] CCOC(=O)Cn1nc(-c2ccccc2)c(-c2ccccc2)nc1=O
[23] O=C(O)Cc1nn(Cc2ccc(Cl)cc2)c(=O)c2ccccc12
[24] CC(C)C[C@@]12C(=O)N(c3cccc(F)c3)C(=O)N1[C@H](c1ccc(Cl)cc1)[C@@H]1C(=O)N(C3CCCCC3)C(=O)[C@@H]12
assay / compound | 17 | 18 | 19 | 20 | 21 | 22 | 23 | 24
Pf growth 48h | · | 13% | -21% | ? | -18% | 1% | 17% | 2.9µM*
LmPK inh | -1% | 2% | -1% | -6% | -2% | 6% | 3% | ·
HCV inhibitor | 21% | 21% | 7% | 6% | -16% | 28% | 12% | 2%
Sm TGR inh | -1% | 1% | 32µM* | -4% | -15% | -5% | 2% | 0%
Pf growth 96h | ? | -1% | -9%[5.75 µM] | ? | ? | 4% | ? | 4.7µM*
Tb PYK inh | 1% | 1% | 2% | ? | -9% | -7% | -2% | -3%

[25] COC(=O)c1cnc(NNS(=O)(=O)c2ccc(C(F)(F)F)cc2)nc1C(F)(F)F
[26] CCCCn1c(SCC(=O)NC2CCCC2)nnc1-c1ccco1
[27] Cc1ccc(OCc2nnc(SCC(=O)NCc3ccccc3)n2C)cc1
[28] Cc1ccccc1C(OCCN(C)C)c1ccccc1 (stereo unspecified)
[29] COc1ccc(/C(C)=N/Nc2cc(C(F)(F)F)ccc2Cl)c(OC)c1
[30] COC(=O)C1=C(C)N(c2ccc(OC)cc2)C(=O)/C1=C\c1cccs1
[31] O=C(CSc1nnc(SCc2ccccc2)s1)N/N=C/c1ccc(Cl)cc1Cl
[32] CN(C)C(=O)N1CCC(C(=O)NCC2CCCO2)CC1 (stereo unspecified)
assay / compound | 25 | 26 | 27 | 28 | 29 | 30 | 31 | 32
Pf growth 48h | 35%[activator] | -15% | 14% | 41%&8%&-14%[activator] | ? | 20% | 1% | 10%
LmPK inh | 8% | -3% | 7% | 3%&1% | -3% | 3% | 0% | -3%
HCV inhibitor | 2% | 1% | 3% | ? | -26% | 0% | 4% | 8%
Sm TGR inh | 0% | -8% | 4% | 0%&2% | -13% | -11% | -6% | -3%
Pf growth 96h | 13% | 6% | 1% | 81%&19%&-1%[activator] | ? | 24% | 32%[activator] | ?
Tb PYK inh | -16% | -1% | -3% | -6%&-5%&-11%&2% | · | -1% | 2% | -10%

[33] Oc1oc(-c2ccccc2)nc1/C=N/c1nccs1
[34] COc1cc2nc(SCC(=O)c3ccc(Br)cc3)n3nc(C)nc3c2cc1OC
[35] CSCCC(NC(=O)c1ccccc1)C(=O)NCC(C)(C)N1CCOCC1 (stereo unspecified)
[36] CC(NC(=O)Cc1ccc(F)cc1)c1ccc(F)cc1 (stereo unspecified)
[37] Nc1c(N(CCC2=CCCCC2)C(=O)Cc2ccccc2F)c(=O)[nH]c(=O)n1Cc1ccccc1
[38] Cn1nc(Oc2nc(N3CCOCC3)nc(N3CCOCC3)n2)ccc1=O
[39] O=C(Nc1cccnc1Cl)c1ccc2c(Cl)c3c(nc2c1)CCC3
[40] CCn1c(=O)c2sccc2n(Cc2cc(C(=O)OC)ccc2OC)c1=O
assay / compound | 33 | 34 | 35 | 36 | 37 | 38 | 39 | 40
Pf growth 48h | 36%[activator] | -3% | ? | -14% | ? | · | 241%[activator] | 0%
LmPK inh | -8% | -1% | · | 1% | · | 0% | 1%[11.5 µM] | 7%
HCV inhibitor | -9% | ? | -5% | -6% | ? | -7% | -4% | -11%
Sm TGR inh | -12% | -7% | 0% | 7% | -2% | 9% | 1% | 116%[activator]
Pf growth 96h | 91%[activator] | -13% | -14% | 5% | -25% | ? | -9% | -2%
Tb PYK inh | -19% | -18% | -1% | 3% | 9% | ? | 0% | 1%

[41] COc1ccc(/C=N/NC(=O)CNc2n[nH]c(=O)[nH]c2=O)cc1OC
[42] Nc1ccccc1SCc1c(Cl)cccc1Cl
[43] Fc1ccc(OCCCCCN2CCCC2)cc1
[44] COc1ccccc1NCC(=O)Nc1cc(S(=O)(=O)N2CCOCC2)ccc1N1CCOCC1
[45] COc1ccc(S(=O)(=O)c2nnn(-c3cccc(OC)c3)c2N)cc1
[46] NC(=O)Cn1ccc(O)c(Cc2ccc(Cl)cc2Cl)c1=O
[47] Cc1cccc(N2CCN(c3nc4ccccc4n4cnnc34)CC2)c1C
[48] Cc1nn(-c2ccccc2)c(C)c1C(=O)OCc1ccc(C#N)cc1
assay / compound | 41 | 42 | 43 | 44 | 45 | 46 | 47 | 48
Pf growth 48h | ? | 13% | 1% | ? | ? | 23% | · | -11%
LmPK inh | 1% | -2% | 2% | -1% | 8% | -1% | -1% | 0%
HCV inhibitor | 7% | 13% | -25% | 6% | -5% | 17% | 13% | 13µM*
Sm TGR inh | 4% | -9% | 6% | 11% | 4% | 4% | 24% | -1%
Pf growth 96h | 0% | 0% | 16% | ? | 56%[activator] | 0% | 33%[activator] | 5%
Tb PYK inh | 2% | -7% | -7% | 5% | -1% | 1% | 2% | 2%

[49] COc1ccc(Cl)cc1C(=O)OCC(=O)NCc1cccs1
[50] CCOC(=O)c1cc2sccc2n1CC(=O)N1c2ccccc2CC1C (stereo unspecified)
[51] COc1cc(NC(=S)N2CCCC(CO)C2)c(OC)cc1Cl (stereo unspecified)
[52] COc1cc(CN(C)C)cc(C=O)c1O
[53] Cc1cc(NC(=O)CN2C(=O)NC3(CCCCC3)C2=O)ccc1N1CCCC1
[54] COc1ccccc1N1CCN(C(=O)COc2ccc(Cl)cc2Br)CC1
[55] Cc1cccc(NS(=O)(=O)c2cccc([N+](=O)[O-])c2)n1
[56] CCOc1ccc(CCNC(=O)COC(=O)Cc2ccc(OC)c(OC)c2)cc1OCC
assay / compound | 49 | 50 | 51 | 52 | 53 | 54 | 55 | 56
Pf growth 48h | -24% | 9% | 10% | -15% | ? | -27% | 1% | ?
LmPK inh | · | 1% | 2% | -5% | · | -2% | 7% | ·
HCV inhibitor | 10% | -7% | ? | 2% | -2% | ? | 18% | -4%
Sm TGR inh | -7% | 27% | -3% | -15% | -11% | -22% | -5% | 2%
Pf growth 96h | -13% | 47%[activator] | 3% | 4% | -3% | 8.3µM* | 20% | 2%
Tb PYK inh | -7% | -3% | -27% | 1% | -12% | -8% | 0% | 4%

[57] Cc1cccc(CCNC(=O)C2CCCN(c3cnccn3)C2)c1 (stereo unspecified)
[58] CSc1nc(-c2ccccc2)nn1C(=O)c1ccc(Cl)cc1
[59] Cc1nn(C(=O)c2ccco2)c(C)c1Sc1ccc([N+](=O)[O-])cc1
[60] COC(=O)c1cc(COC(=O)c2ccc3ccccc3n2)oc1C
assay / compound | 57 | 58 | 59 | 60
Pf growth 48h | 4% | 28% | 4% | 23%
LmPK inh | 5% | 1% | -8% | -1%
HCV inhibitor | 7% | 3% | -2% | 4%
Sm TGR inh | 1% | -25% | -3% | ?
Pf growth 96h | 6% | ? | · | ·
Tb PYK inh | 3% | 0% | 1% | 3%

Structures listed so far that have fluorine:
[2] CC(C)(CCO)Nc1ncnc2onc(-c3ccc(F)cc3)c12
[6] O=C(CS(=O)CC(=O)NC12CC3CC(CC(C3)C1)C2)Nc1ccc(F)cc1 (stereo unspecified)
[13] CCCCC(=O)N1CC(=O)Nc2ccc(F)cc2C1c1ccc(F)cc1 (stereo unspecified)
[15] COc1ccc(OCCNC(=O)c2cccc(Oc3ccc(C(F)(F)F)cc3[N+](=O)[O-])c2)cc1
[24] CC(C)C[C@@]12C(=O)N(c3cccc(F)c3)C(=O)N1[C@H](c1ccc(Cl)cc1)[C@@H]1C(=O)N(C3CCCCC3)C(=O)[C@@H]12
[25] COC(=O)c1cnc(NNS(=O)(=O)c2ccc(C(F)(F)F)cc2)nc1C(F)(F)F
[29] COc1ccc(/C(C)=N/Nc2cc(C(F)(F)F)ccc2Cl)c(OC)c1
[36] CC(NC(=O)Cc1ccc(F)cc1)c1ccc(F)cc1 (stereo unspecified)
[37] Nc1c(N(CCC2=CCCCC2)C(=O)Cc2ccccc2F)c(=O)[nH]c(=O)n1Cc1ccccc1
[43] Fc1ccc(OCCCCCN2CCCC2)cc1
assay / compound | 2 | 6 | 13 | 15 | 24 | 25 | 29 | 36 | 37 | 43
Pf growth 48h | -7% | 13% | · | 8% | 2.9µM* | 35%[activator] | ? | -14% | ? | 1%
LmPK inh | 1% | -2% | 1% | 0% | · | 8% | -3% | 1% | · | 2%
HCV inhibitor | 2% | -10% | 22% | ? | 2% | 2% | -26% | -6% | ? | -25%
Sm TGR inh | 10% | 7% | -1%&13% | -9% | 0% | 0% | -13% | 7% | -2% | 6%
Pf growth 96h | 1% | ? | 1% | 34%[activator] | 4.7µM* | 13% | ? | 5% | -25% | 16%
Tb PYK inh | 2% | -2% | -4%&4% | -5% | -3% | -16% | · | 3% | 9% | -7%
